Screening data as filed in PubChem.
AmpC inh detg – AmpC beta-lactamase inhibition with detergent present; AmpC hydrolysis of nitrocefin, absorbance 480 nm, 0.01% Triton; Potency, µM (top dose mostly 114 µM), for inactives: at the highest dose activity change, negative = inhibition, actives largely listed as inhibitors; P00811; actives 0.041% (n = 370,000);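 further: potency means the concentration at half of the fitted maximal effect; 0% = no-compound wells and -100% = no-enzyme wells; nearly all actives have a fitted effect of over 25% in size; some results filed as inactive show a strong effect at the top dose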
Target sequence (P00811 whole entry, looked up): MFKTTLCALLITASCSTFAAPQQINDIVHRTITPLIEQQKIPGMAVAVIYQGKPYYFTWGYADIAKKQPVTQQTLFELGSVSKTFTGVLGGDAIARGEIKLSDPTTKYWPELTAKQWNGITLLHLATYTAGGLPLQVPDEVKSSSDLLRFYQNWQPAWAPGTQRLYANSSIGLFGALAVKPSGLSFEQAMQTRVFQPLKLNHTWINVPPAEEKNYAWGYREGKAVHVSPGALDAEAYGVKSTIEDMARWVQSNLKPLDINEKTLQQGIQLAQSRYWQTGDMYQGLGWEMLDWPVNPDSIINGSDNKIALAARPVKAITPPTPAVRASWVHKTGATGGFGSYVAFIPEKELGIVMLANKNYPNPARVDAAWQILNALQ
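AmpC (5.3 nM in the dispensed reagent) in 20 mM phosphate pH 7.0 with 0.01% (detergent screen) or 0.0001% Triton X-100 was preincubated with compounds for 15 min at room temperature. Nitrocefin was then added from an 800 uM solution, and hydrolysis was followed at 480 nm.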
HCMV antiviral – inhibitors of human cytomegalovirus; HFF cells, HCMV-luciferase reporter, 72 h; hits give low values; activity change, negative = inhibition, % at 57.5 µM; actives 4.5% (n = 410,000); AID 1259415; in the data active means activity change below about -60%; inconclusive means no clear call, values can overlap the other calls; inactive means above about -39%
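Two compound doses tested in HFFs infected with HCMV-luciferase, MOI 1 PFU/cell, 72 h at 37C. Lysate luminescence read with OneGlo; data normalized against buffer-only and 10uM Salinomycin inhibitor controls.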
AmpC inh no detg – blocks E. coli AmpC beta-lactamase in detergent-free assay; AID 485341; actives 0.52% (n = 330,000); P00811; Potency, µM (titrated, usually from 57.1 µM), without a hit: at the highest dose activity change, negative = inhibition, hits mostly inhibitors; AmpC nitrocefin hydrolysis, absorbance 480 nm, 0.0001% Triton;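 further: potency means the concentration at half of the fitted maximal effect; plate controls were no compound for no effect and no enzyme for full effect; nearly all actives have a fitted effect of over 20% in size; some results filed as inactive show a strong effect at the top dose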
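AmpC (5.3 nM in the dispensed reagent) in 20 mM phosphate pH 7.0 with 0.01% (detergent screen) or 0.0001% Triton X-100 was preincubated with compounds for 15 min at room temperature. Nitrocefin was then added from an 800 uM solution, and hydrolysis was followed at 480 nm.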
AMA1 RON2 block – disrupts binding of P. falciparum AMA1 to RON2 | AlphaScreen AMA1-biotinylated RON2 peptide binding | Potency, µM (series often up to 58.2 µM), without a hit: at the top dose activity change, negative = inhibition, most hits filed as inhibitors | actives 0.2% (n = 360,000) | AID 720542;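 further: potency means the concentration at half of the fitted maximal effect; 0% = vehicle wells and -100% = peptide control; nearly all actives have a fitted effect of over 45% in size; some results filed as inactive show a strong effect at the top dose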
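AMA1 (3D7) with his tag at 25 nM final met compounds first, then biotinylated RON2 peptide at 25 nM; detection used donor plus acceptor beads, 10 µg/mL apiece, read by AlphaScreen after 30 min at room temperature.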
Sm TGR block – S. mansoni TGR enzyme inhibition | Potency, µM (series often up to 114 µM), for the others: top-dose activity change, negative = inhibition, usual class: inhibitors | actives 3% (n = 360,000) | purified TGR, DTNB reduction, TNB absorbance 405 nm | Q962Y6; further: potency means the concentration at half of the fitted maximal effect; nearly all actives have a fitted effect of over 60% in size
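First, TGR (20 nM dispensed) and NADPH were mixed with compound. Second, a 15 min room-temperature incubation followed. Third, further NADPH and then DTNB were added to start the reaction. Finally, TNB absorbance was monitored kinetically.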
FBPA Giardia inh – inhibitors of Giardia lamblia fructose-1,6-bisphosphate aldolase. A8B2U2. purified Giardia FBPA. Potency, µM (series often up to 59.6 µM), for inactives: at the top dose activity, negative = inhibition, most hits filed as inhibitors. actives 0.71% (n = 290,000); further: potency means the concentration at half of the fitted maximal effect; nearly all actives have a fitted effect of over 55% in size
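40 nM FBPA preincubated 10 min at RT with compound (up to 57.5 uM final), then substrate plus GAPDH/TPI/NAD/arsenate coupling and diaphorase/resazurin added. Fluorescence read after 20 min at RT, 525/598 nm.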
Starred values were filed as active, the others as inactive; u = inconclusive; x = no result given; [ ] = remark or other dose. Unless noted, the call rests on the fitted dose curve; in most records, active means well fitted curve in the direction sought with a large enough effect; inconclusive means small, poorly fitted or top-dose-only effect, or another doubt; inactive means no such curve, though single readings can be large; an effect the other way counts as inactive or inconclusive. Unless noted, on the % scale 0 is the no-effect control and ±100 the full control effect.

Abbreviations – A = AmpC inh detg; B = HCMV antiviral; C = AmpC inh no detg; D = AMA1 RON2 block; E = Sm TGR block; F = FBPA Giardia inh
1) COc1ccc(N(C)S(=O)(=O)c2cccc(C(=O)Nc3cc(OC)ccc3OC)c2)cc1
  A = 5.9%	B = -22.6	C = -1.9%	D = -29.9%	E = 4.3%	F = -2.2%
2) Cc1nc(Oc2ccccc2)c2ccsc2n1
  A = -5.8%	B = 73.4	C = -1.9%	D = 8.4%	E = -2.0%	F = 8.9%
3) CC(C)(C)c1[nH]nc2c1C(c1ccccc1OC(=O)N1CCOCC1)C(C#N)=C(N)O2 (stereo unspecified)
  A = -12.3%	B = -0.3	C = 36.2%	D = 17.6%	E = -13.2%	F = -25.3%
4) O=S(=O)(c1ccc(NC(=S)Nc2ccccc2)cc1)N1CCOCC1
  A = -1.6%	B = -26.9	C = -2.5%	D = -9.4%[2.32 µM]	E = 44.7µM*	F = -16.3%
5) COC(=O)c1ccc2c(c1)C(=O)/C(=C/c1ccc(C)cc1)O2
  A = -15.2%	B = 26.9	C = -32.1%	D = -27.3%	E = 4.0%	F = -1.4%
6) O=C(O)CCc1ccc(-c2ccc(Cl)cc2)n1CC(=O)O
  A = -18.7%	B = -9.1	C = -25.9%	D = -3.7%	E = 44.7µM*	F = u
7) Cc1nc2c(C(=O)NCc3ccc4c(c3)OCO4)c[nH]n2c(=O)c1Cl
  A = -10.5%	B = 9.7	C = -30.4%	D = -0.2%	E = 7.0%	F = -15.8%
8) CC(=O)c1ccc2noc(-c3cccc(F)c3)c2c1
  A = -10.0%	B = u	C = -8.8%	D = -3.8%	E = u	F = 1.8%
9) Cc1nc2ccccc2c(=O)n1-c1ccc(Cl)cc1[N+](=O)[O-]
  A = -11.3%	B = u	C = -6.9%[2.29 µM]	D = -0.6%	E = -9.9%	F = u
10) CC(C)CN1CCN(Cc2cccn2-c2ccccn2)CC1CCO (stereo unspecified)
  A = -13.4%	B = -30.5	C = -29.1%	D = -3.1%	E = -13.8%	F = 0.5%

Further records:
Abbreviations – A = AmpC inh detg; B = HCMV antiviral; C = AmpC inh no detg; D = AMA1 RON2 block; E = Sm TGR block; F = FBPA Giardia inh
11) CCOc1ccccc1NC(=O)/C(C#N)=C/c1c(C)nn(-c2ccccc2)c1Cl
  A = 5.6%	B = 5.4	C = -43.4%	D = -16.9%	E = 0.2%	F = 0.0%
12) O=C1CCc2cc(S(=O)(=O)Nc3ccc(F)cc3)cc3c2N1CC3
  A = -10.8%	B = 3.4	C = -14.0%	D = 6.5%	E = -3.1%	F = x
13) Cc1ccc(NS(=O)(=O)c2cc(-c3cc(C)no3)ccc2C(C)C)nc1
  A = u	B = -0.7	C = -18.1%	D = 8.2%	E = -14.9%	F = 20µM*
14) CC(C)(C)OC(=O)C[C@H]1C/C=C\C[C@H](CC(=O)N[C@H](CO)Cc2ccccc2)C(=O)N[C@H](C(C)(C)C)COC1=O
  A = x	B = 5.4	C = 154.3%[activator]	D = -5.4%	E = x	F = x
15) CCOC(=O)N1CCN(C(=S)NC(=O)/C=C/c2ccc(C)cc2)CC1
  A = -1.3%	B = -4.0	C = -2.4%	D = 94.7%[activator]	E = -9.1%	F = x
16) COC(=O)C1CCN(c2ccc([N+](=O)[O-])cc2)CC1
  A = 8.6%	B = -5.3	C = -11.3%	D = 1.1%	E = 9.6%	F = 2.7%
17) CC1(C)C[C@H](O)[C@]2(CO)[C@H](O)C[C@]3(C)C(=CCC4[C@@]5(C)CC[C@H](O)C(C)(C)C5CC[C@]43C)[C@@H]2C1 (stereo partly specified)
  A = x	B = -39.2	C = -27.5%	D = 7.1%	E = x	F = x
18) CCc1cc(=O)oc2c3c(cc(OCC(=O)NCc4ccncc4)c12)OC(C)(C)CC3
  A = -8.8%	B = 2.1	C = 131.5%[activator]	D = -11.2%	E = 5.9%	F = 11.6%
19) COc1cc2oc(=O)cc(-c3ccc(-c4ccc(O)cc4)cc3)c2c(OC)c1OC
  A = x	B = u	C = -29.5%	D = -10.1%	E = x	F = 13.2%
20) CN(C)c1ccc(NC(=O)CSc2nc(-c3ccco3)cc(C(F)(F)F)n2)cc1
  A = 22.6%	B = 13.1	C = x	D = x	E = 5.4%	F = x

Remaining list, next part.
Abbreviations – A = AmpC inh detg; B = HCMV antiviral; C = AmpC inh no detg; D = AMA1 RON2 block; E = Sm TGR block; F = FBPA Giardia inh
21) COc1ccc(CNC(=O)Cn2ccc3cc(S(=O)(=O)N4CCCC4)ccc32)cc1OC
  A = -6.9%	B = 10.9	C = 1.4%	D = -3.6%	E = -1.6%	F = 0.9%
22) CC1Cc2cc(S(=O)(=O)N3CCC(C(=O)NCc4ccco4)CC3)ccc2N1C(=O)C1CCC1 (stereo unspecified)
  A = -1.1%	B = u	C = 46.7%	D = -4.1%	E = -23.7%	F = -4.7%
23) COc1cccc2cc(C(=O)N3CCC(C)CC3)c(=O)oc12
  A = u	B = 21.5	C = -10.3%	D = -9.0%	E = 0.0%	F = -6.3%
24) CC(Oc1ccc(Br)cc1)C(=O)N(C)CC(=O)Nc1ccc(N2CCOCC2)cc1 (stereo unspecified)
  A = u	B = -21.3	C = u	D = 81.3%[activator]	E = -25.3%	F = x
